Mcl1 Noxa PPI: Mcl-1/Noxa binding inhibitors, primary screen, biochemical, TR-FRET, 1536-well; Induced myeloid leukemia cell differentiation protein Mcl-1 (Homo sapiens), Q07820; TR-FRET Mcl-1/Noxa peptide binding, 2 h; inhibition, % at 21.7 µM; hit rate 1.5% among 220,000; AID 1022, 2008;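 active = compounds that cut the protein-peptide binding signal by more than 50% relative to plate controls in a single-dose test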;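 also: His-tagged Mcl-1 with rhodamine Noxa BH3 peptide and terbium anti-His antibody; 0% = Mcl-1 plus Noxa peptide wells and 100% = peptide-only wells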
Target sequence (Q07820 whole entry, looked up): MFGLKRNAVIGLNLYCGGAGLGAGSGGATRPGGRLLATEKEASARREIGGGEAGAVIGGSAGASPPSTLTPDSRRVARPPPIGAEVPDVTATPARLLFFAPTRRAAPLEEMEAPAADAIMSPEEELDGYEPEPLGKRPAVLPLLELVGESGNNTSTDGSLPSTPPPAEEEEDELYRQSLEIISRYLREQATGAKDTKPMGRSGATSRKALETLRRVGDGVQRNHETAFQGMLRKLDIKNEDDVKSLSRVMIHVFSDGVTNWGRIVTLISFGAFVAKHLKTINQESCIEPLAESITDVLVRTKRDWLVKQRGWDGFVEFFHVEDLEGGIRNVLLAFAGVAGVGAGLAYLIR
HRas wt GTP bind: modulators of GTP binding to HRas wildtype, primary screen, biochemical, bead-based flow cytometry, multiplex; GTPase HRas (Homo sapiens), P01112; GST-Ras wt beads, Bodipy-FL-GTP binding; actives lie on both sides; GTP binding activity, % at 10 µM; hit rate 0.14% among 190,000; AID 759, 2007;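 active = GTP binding activity at least 20% away from the 100% baseline, either lowered as inhibitor or raised as activator; inconclusive = flagged as likely green fluorescent, judged across all proteins in the well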;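 also: 0% = unlabeled GTP competition control and 100% = no-compound control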
Target sequence (P01112 whole entry, looked up): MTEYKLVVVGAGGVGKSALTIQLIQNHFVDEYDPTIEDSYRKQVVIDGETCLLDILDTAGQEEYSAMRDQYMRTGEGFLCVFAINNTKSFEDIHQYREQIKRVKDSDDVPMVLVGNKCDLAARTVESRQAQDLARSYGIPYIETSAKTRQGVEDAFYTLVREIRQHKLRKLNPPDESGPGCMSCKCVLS
Cdc42 wt GTP: modulators of GTP binding to wildtype Cdc42, primary screen, biochemical, multiplex bead flow cytometry, Bodipy-GTP; Cell division control protein 42 homolog (Homo sapiens), P60953; hit rate 0.2% among 190,000; percent activity (GTP binding), % at 10 µM; AID 761, 2007; GST-Cdc42 beads; actives lie on both sides;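 active = percent activity GTP binding at least 20 points away from the 100% baseline, either down as inhibitor or up as activator; inconclusive = compound flagged as likely green fluorescent from well-wide comparison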;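 also: median bead fluorescence of bound Bodipy-FL-GTP at 100 nM; 0% = excess unlabeled GTP control and 100% = no compound control; below 100% means less GTP binding so inhibitor and above means activator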
Target sequence (P60953 whole entry, looked up): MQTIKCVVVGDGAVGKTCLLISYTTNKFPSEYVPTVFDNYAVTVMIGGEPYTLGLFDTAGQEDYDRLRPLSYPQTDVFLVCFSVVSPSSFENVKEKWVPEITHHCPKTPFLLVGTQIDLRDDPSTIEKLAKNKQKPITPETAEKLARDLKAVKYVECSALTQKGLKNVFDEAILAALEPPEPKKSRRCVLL
Mcl1 Bid PPI: Mcl-1/Bid binding inhibitors, primary screen, biochemical, TR-FRET, 1536-well; Induced myeloid leukemia cell differentiation protein Mcl-1 (Homo sapiens), Q07820; TR-FRET Mcl-1/Bid-Dy647 peptide binding; inhibition, % at 21.7 µM; hit rate 0.97% among 220,000;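 active = compounds that cut the binding signal by more than half at the single screening dose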;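 also: His-tagged Mcl-1 with europium anti-His antibody binding Bid BH3 peptide; 0% = Mcl-1 plus peptide wells and 100% = peptide-only wells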
Rab7 wt modul: modulators of GTP binding to Rab7, primary screen, biochemical, wildtype, multiplex bead flow cytometry. hit rate 0.055% among 190,000. GST-Rab7 beads, fluorescent GTP binding; actives lie on both sides; untreated = 100%, excess cold GTP = 0%. GTP binding activity (percent of control), % at 10 µM. AID 758, 2007;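 active = fluorescent GTP binding to Rab7 beads changed by at least 20 points from the 100% baseline, either direction, mostly lower; inconclusive = compound itself probably fluorescent, or too few beads counted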;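 also: median green fluorescence of bound Bodipy-FL-GTP per Rab7 bead population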
GSH fluor: compound fluorescence on glutathione beads, profiling panel, artefact control, biophysical, 488/530 nm, flow cytometry | GSH beads flow cytometry, compound fluorescence 488/530 nm; active compounds read high | fluorescence (KMESF) at 10 µM | hit rate 0.25% among 190,000 | AID 1776, 2009; in the data active = fluorescence above about 89;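 also: glutathione beads carrying GST-tagged Bcl family fusion proteins plus one bare bead set; values are compound well signal with DMSO vehicle wells as background; inactives centre near 16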
Rab2A wt mod: modulators of GTP binding to Rab2A wildtype, primary screen, biochemical, dog, bead-based flow cytometry, multiplex; Ras-related protein Rab-2A (Canis lupus familiaris), P61105; GST-Rab2 wt beads, Bodipy-GTP binding; GTP binding activity, % at 10 µM; hit rate 0.19% among 190,000; AID 760, 2007;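 active = GTP binding activity at least 20 points away from 100%, either lowered or raised; inconclusive = signal likely due to the compound's own green fluorescence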;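 also: 0% = beads with excess unlabeled GTP and 100% = no-compound control corrected for plate trend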
Rac1 act GTP bind: GTP binding modulators of activated mutant Rac1, primary screen, biochemical, bead-based flow cytometry, multiplex, fluorescent GTP; percent activity (GTP binding), % at 10 µM; Ras-related C3 botulinum toxin substrate 1 (Homo sapiens), P63000; GST-Rac1 activated beads; actives lie on both sides; 100% means binding = to untreated wells; hit rate 0.11% among 190,000;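 active = GTP binding at least 20 percentage points away from the 100% baseline, in either direction, so actives lie on both sides; inconclusive = Compound likely fluorescent itself, or too few beads counted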
Rac1 wt GTP bind: wildtype Rac1 GTP binding modulators, primary screen, biochemical, GST-Rac1 beads, flow cytometry, multiplex. AID 757, 2007. hit rate 0.27% among 190,000. GTP binding activity (% of control), % at 10 µM. fluorescent GTP binding; actives lie on both sides; 0 = cold GTP competed, 100 = untreated. Ras-related C3 botulinum toxin substrate 1 (Homo sapiens), P63000;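 active = GTP binding activity at least 20 points away from the 100% control level, either lower or higher; inconclusive = compound flagged as likely green fluorescent, judged across all proteins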
Avidin bead fluor: green autofluorescence of compounds with avidin beads – biophysical, 488/530 nm, flow cytometry, artefact control, profiling panel. AID 1775, 2009. fluorescence (KMESF) at 10 µM. compound fluorescence 488/530 nm; active compounds read high. hit rate 0.38% among 220,000; in the data active = fluorescence above about 47; also: inactives centre near 10
Pf gamet viab: late stage P. falciparum gametocyte viability inhibitors, primary screen, ATP luminescence, HTS; AID 743093, 2013; inhibition, % at 10.9 µM; P. falciparum stage V gametocytes, 24 h; hit rate 0.065% among 150,000;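 active = inhibition above the mean plus 3 SD of compounds within the control limits, set per campaign, cut at about 38% in these data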;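 also: 0% = DMSO wells and 100% = medium only without gametocytes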
Numbers without * were called inactive; i = inactive; ? = inconclusive; nt = not tested or not shown.

SMILES	Mcl1 Noxa PPI	HRas wt GTP bind	Cdc42 wt GTP	Mcl1 Bid PPI	Rab7 wt modul	GSH fluor	Rab2A wt mod	Rac1 act GTP bind	Rac1 wt GTP bind	Avidin bead fluor	Pf gamet viab
O=C(CN1C2CCCC1CC(NC(=O)c1ccco1)C2)Nc1ccccc1C(F)(F)F (centres undefined)	1	102	108	-41	102	22	100	99	109	30	nt
COc1ccc(-c2oc3ncn(CCN4CCOCC4)c(=N)c3c2-c2ccc(OC)cc2)cc1	14	96	97	-5	94	12	93	94	95	35	7
CN(C(=O)c1sc2nc(N3CCOCC3)c3c(c2c1N)CCCC3)c1ccccc1	36	98	93	-22	102	11	95	94	97	24	8
C=CCOC(=O)c1[nH]c2c(c1C)C(=O)CC(c1ccco1)C2 (centres undefined)	22	101	103	-22	99	21	101	100	105	9	nt
Cc1csc(SCC(=O)Nc2cccc(S(=O)(=O)N3CCOCC3)c2)n1	-13	99	100	-6	101	12	100	96	99	23	9
O=S(=O)(c1ccc(F)cc1)n1ccc2cccnc21	19	?	?	-11	?	9	?	?	?	12	nt
O=C(Nc1cccc(C(=O)O)c1)/C(=C/c1ccc2c(c1)OCO2)NC(=O)c1cccc(Br)c1	24	94	92	-26	98	13	96	93	99	13	-6
CCCC(=O)Nc1ccc(S(=O)(=O)N2CCCC2)cc1	1	103	106	-32	101	26	102	101	108	5	5
COc1ccccc1NC(=S)N1CCOCC1	13	101	104	-32	99	10	102	101	106	6	nt
CCOC(=O)c1ccc2c(c1)nc(COc1ccc3ccccc3c1)n2CC	14	99	102	-1	102	10	103	100	101	9	nt
CCOP(=O)(OCC)c1nc(-c2cccc3ccccc23)oc1NCc1ccc(OC)cc1	15	101	107	-10	106	9	102	98	105	12	-23
COc1cc(C)c(Cl)cc1S(=O)(=O)NCCCN1CCOCC1	26	100	101	-3	106	23	99	99	106	24	3
CCOC(=O)C(C)n1cnc2c1c(=O)[nH]c(=O)n2C (centres undefined)	-20	102	103	-9	101	15	102	97	107	5	nt
CC(C)Oc1cccc(C(=O)C2CCCN(Cc3cccn3-c3ccccn3)C2)c1 (centres undefined)	22	99	99	-43	106	11	100	98	99	8	-5
CC(=O)NCCc1ccc(S(=O)(=O)Nc2cccnc2)cc1	17	103	103	-7	100	32	100	99	104	8	nt
COC(=O)c1ccccc1NC(=O)CSc1nc2ccccc2c(=O)[nH]1	-7	98	99	-13	95	21	99	101	103	13	nt
CCc1ccccc1NC1=NCC(=O)N1C1CCCCC1	nt	98	99	29	93	35	96	96	94	10	-16
O=C(COc1ccc(Br)cc1CNCCCN1CCOCC1)Nc1ccccc1	11	100	102	-8	99	10	96	100	103	4	15
CSCCC1NC(=O)N(CC(=O)Nc2ccc(N3CCCCC3)cc2)C1=O (centres undefined)	1	97	93	-95	93	7	97	94	96	13	3
CCOc1nc(N2CCOCC2)nc(C)c1[N+](=O)[O-]	9	101	100	-2	101	9	98	99	105	11	nt
COc1ccc(C(=O)CSc2nnc(-c3cccs3)n2-c2ccccc2)cc1	13	101	101	12	101	10	99	98	102	21	14
Cc1ccc([N+](=O)[O-])cc1NC(=O)Cc1cccs1	56*	100	92	-21	98	68	101	94	102	8	-12
Cc1ccc(NC(=O)CSc2nc3ccccc3c(=O)n2Cc2cccs2)cc1	6	100	98	-11	100	8	99	101	104	5	12
CCn1c(/C=C/c2c(C)[nH]c3ccccc23)nc2ccccc2c1=O	17	98	99	-10	96	9	99	99	102	13	-3
COc1ccc(N2C(=O)C(O)C2c2ccc(C)cc2)cc1 (centres undefined)	12	102	101	-2	100	10	99	99	107	5	-3
O=C(C[n+]1cccc(CNC(=O)c2ccc(OC(F)F)cc2)c1)Nc1cc(C(F)(F)F)ccc1Cl	5	99	100	3	98	20	98	99	100	10	nt
COc1ccc2c(c1)c(=O)oc1cc3oc(C)c(C)c3cc12	56*	100	100	67*	103	29	100	97	101	15	nt
O=c1c2sccc2nc(SCc2ccc([N+](=O)[O-])cc2)n1Cc1ccccn1	11	100	101	-9	101	9	100	99	103	4	9
CCC1COC(c2cccn2Cc2ccc(Cl)cc2)=N1 (centres undefined)	-14	93	90	5	99	10	92	94	90	17	0
Cc1nc2cc(NC(=O)CSc3nc4c(C)cccc4cc3C#N)ccc2s1	-16	102	98	6	105	11	104	96	100	18	30
Cc1ccc(C2CCN(C(=O)Nc3ccc(F)cc3)C2)cc1 (centres undefined)	-8	97	95	-3	99	14	98	97	96	5	26
Cc1ccc(C(=O)N2CCOCC2)c(F)c1F	6	95	97	-7	96	22	98	97	99	8	nt
CCOC(=O)NC(NC(=S)Nc1ccccc1[N+](=O)[O-])C(Cl)(Cl)Cl (centres undefined)	24	101	100	-20	101	36	102	100	99	3	nt
CCOC(=O)C1(CCc2ccccc2)CCN(C2Cc3ccccc3C2)CC1	14	100	100	-20	108	15	101	98	102	9	-7
CC1=C(C(=O)NC2CCCC(C)C2C)C2(CCCCC2)OC1=O (centres undefined)	5	93	94	-11	90	24	93	95	95	5	nt
CCOC(=O)C1=C(C)NC(C)=C(C(=O)OCC)C1C(=O)OCC(=O)NC	17	95	97	-17	93	19	94	97	97	15	3
Cc1nc(N2CCOCC2)c2c(C)c(C(=O)Nc3ccc(F)cc3Cl)sc2n1	-2	103	102	-2	106	15	103	100	108	11	-21
Cc1ccc(-c2noc(C3CCCN(C(=O)c4ccccc4)C3)n2)o1 (centres undefined)	33	102	102	-6	105	33	103	100	105	2	nt
CC(C)CC(=O)N1CCN(Cc2ccccc2[N+](=O)[O-])CC1	30	97	95	31	96	11	97	98	99	12	-11
COc1ccc(Cl)cc1NC(=O)c1c(-c2ccccc2)noc1C	-38	102	103	-131	99	34	102	100	102	13	9
CCC1=NC(c2ccccc2)N(O)C1(C)C (centres undefined)	-3	98	99	-3	98	52	98	98	98	3	nt
COc1ccccc1N1CCN(C(=O)CSc2ccc3c(C)cc(C)nc3n2)CC1	31	99	104	-15	96	21	100	98	105	32	-3
COC(=O)c1cc(NC(=O)CN2C(=O)CSC2=O)ccc1Cl	-1	99	101	-18	97	11	98	98	100	15	i
CSc1nnc2c(n1)c(C)nn2-c1ccc(C)cc1	-2	101	100	-4	94	16	97	98	102	8	11
CCOC(=O)c1cc(-c2nnc(SCC(=O)Nc3ccc(F)cc3)o2)c(C)nc1C	23	94	94	-3	95	55	93	93	92	9	nt
CC12CC3CC(C)(C1)CC(NCc1ccncc1)(C3)C2	11	97	95	-14	93	26	97	97	98	11	19
COc1ccc(CCNC2CCN(C)CC2)cc1OC	-20	102	105	-20	97	45	101	100	103	8	-1
Clc1cc(Br)ccc1OCCN1CCOCC1	24	99	100	29	99	40	97	98	103	15	-5
COc1cc(C(=O)Nc2ccc(S(=O)(=O)Nc3cc(C)on3)cc2)cc(OC)c1OC	10	101	98	17	98	38	100	98	96	8	nt
CC1(C)CCc2nc(SCc3ccccc3)c(C#N)cc2C1	2	100	102	-4	101	15	98	99	107	5	0
COC(=O)c1ccc(NC2=C(Cl)C(=O)OC2OC(=O)c2ccccc2)cc1 (centres undefined)	5	97	97	-1	107	13	99	95	98	10	21
CC(C)(C)OC(=O)NCCCC[C@H](NC(=O)c1nc[nH]c1C(=O)NCc1ccccc1)C(=O)OC(C)(C)C	-48	93	97	-15	93	16	94	95	97	6	nt
Cc1ccc(-c2nnc(N(C)C(=O)c3ccccn3)s2)cn1	4	96	96	-3	94	23	96	96	92	18	nt
COc1ccc(-c2cc(CCCC(=O)NCCc3ccc(OC)cc3OC)no2)cc1	-2	96	95	-3	94	24	95	95	96	30	7
Cc1cc(Br)c2nc3c(c(C(=O)O)c2c1)CCCCC3	3	101	98	-2	99	20	99	98	99	14	nt
Cc1c(N=N/C(C(=O)Nc2ccccc2)=C(/O)c2ccccc2)c(=O)n(-c2ccccc2)n1C	3	92	94	-39	100	14	94	89	92	7	nt
N#C/C(=C\c1ccc([N+](=O)[O-])o1)C(=O)Nc1ccc(F)cc1	65*	94	92	-51	98	10	95	89	93	20	-12
O=C(Nc1nc(-c2nc3ccccc3s2)cs1)c1ccc(S(=O)(=O)N2CCOCC2)cc1	1	99	97	7	97	9	97	97	104	10	nt
Cc1cc(NN)nc2ccc(Cl)cc12	-14	95	97	-16	96	15	96	95	97	10	-5
COC(=O)CSc1ccccc1C(=O)OC	24	96	98	-16	95	13	96	96	94	42	-3

(list continues)
SMILES	Mcl1 Noxa PPI	HRas wt GTP bind	Cdc42 wt GTP	Mcl1 Bid PPI	Rab7 wt modul	GSH fluor	Rab2A wt mod	Rac1 act GTP bind	Rac1 wt GTP bind	Avidin bead fluor	Pf gamet viab
O=C(NCC1CCCO1)C1CCCCN1S(=O)(=O)c1ccc(F)cc1 (centres undefined)	-2	110	110	-48	104	22	110	103	108	20	nt
Cc1ccsc1/C=C/C1=Cc2c(sc(NC(=O)CSc3n[nH]c(N)n3)c2C#N)C(C)(C)C1	89*	102	98	-25	100	20	100	98	98	11	nt
CN(C(=O)C12CC3CC(CC(C3)C1)C2)C1(C)CCS(=O)(=O)C1 (centres undefined)	-1	102	104	-10	101	11	100	101	102	8	nt
Cc1ccc(C(=O)N2CCN(Cc3ccc4c(c3)OCO4)CC2)o1	5	97	100	-14	95	8	100	96	100	5	nt
CC(C)(/C=N/O)/[N+]([O-])=C/C=[N+](\[O-])C(C)(C)/C=N/O	5	100	104	-23	99	4	98	99	100	7	nt
CCOC(=O)c1[nH]c2c(c1-c1ccccc1)C(=O)CC(c1ccc(Cl)cc1)C2 (centres undefined)	-28	101	102	-3	97	17	99	100	105	nt	nt
CCOCCCNC(=O)C(=O)NCCCOCC	17	101	96	-14	97	16	99	99	100	16	18
COC(=O)[C@H](CCSC)NC(=O)NC1CCN(Cc2ccccc2)CC1	-2	?	?	-57	?	19	?	?	?	10	nt

Bioassay records: PubChem BioAssay, several laboratories

An unsorted share of the library (roughly 3% active in at least one column).
